NCI-60 one-dose screen, 48 h, at 10 µM unless noted. Numbers give growth in % (100 = growth as untreated, 0 = no growth, -100 = all killed).
HS 578T: HS 578T breast cancer; hit rate 4.1% among 78,000
T-47D: T-47D breast cancer. hit rate 5% among 79,000
LOX IMVI: LOX IMVI melanoma | hit rate 7.4% among 79,000 | AID 1794757
BT-549: BT-549 breast cancer; hit rate 4.4% among 78,000
SK-MEL-2: SK-MEL-2 melanoma | hit rate 4.7% among 77,000 | AID 1794763
SK-MEL-28: SK-MEL-28 melanoma | hit rate 4.1% among 81,000 | AID 1794761
SK-MEL-5: SK-MEL-5 melanoma; hit rate 6.4% among 80,000; AID 1794755
MDA-MB-435: MDA-MB-435 melanoma | hit rate 7.8% among 82,000 | AID 1794794
An asterisk follows results filed as active; . = not tested or not shown; & = joins results of further samples; [ ] = another dose, or the depositor's remark. How the source made its calls: active means growth percent below 10; inactive means the rest.

SMILES	HS 578T	T-47D	LOX IMVI	BT-549	SK-MEL-2	SK-MEL-28	SK-MEL-5	MDA-MB-435
O=S(=O)(Nc1nccs1)c1ccc(NC2Nc3nc4ccccc4nc3S2)cc1 (centres undefined)	94	95	94	100	103	102	82	104
CCC/C(=C(\C)c1ccccc1)c1ccccc1	94	.	104	.	90	108	103	94
Cc1cccc(OCC(=O)O)c1	113	91	96	91	94	105	104	104
Clc1cc2nc(-c3ccccc3)c(-c3ccccc3)nc2cc1Cl	94	77	86	118	88	101	89	108
Cc1nc(/N=C(N)/N=C(\N)c2ccccn2)sc1C	107	72	101	115	99	94	99	107
COc1ccc2[nH]c(O)c(/C=c3/ccc4c(c3)N=C(c3ccc(F)cc3)N=4)c2c1	51	28	16	27	110	73	61	58
COc1ccc2c(c1)c(-c1nc(-c3c[nH]c4ncccc34)cs1)cn2CCNC(=O)OC(C)(C)C	76	9.6*	72	84	87	88	54	95
CCC1(c2ccc(C)cc2)Oc2ccccc2-n2c(C#N)c3ccccc3c2C1=O (centres undefined)	102	84	91	109	105	105	99	104
O=C(O)CSC1=NC(c2cccc([N+](=O)[O-])c2)c2sc3ccc(Cl)cc3c2N1 (centres undefined)	102	92	100	122	108	124	97	105
COc1cccc(C2S/C(=C\C3C=Nc4ccccc43)C(=O)N2n2cnnc2)c1 (centres undefined)	95	.	98	88	105	92	98	107
COc1cc(/C=C/c2nnc3c4ccccc4cnn23)cc(OC)c1OC	99	89	100	98	89	107	97	103
CC1C(C)N(C(=O)CCCl)c2ccccc2N1C(=O)CCCl (centres undefined)	111	103	.	107	103	105	103	110
CCCCOCCOC(=O)C1OC1(C)c1ccccc1 (centres undefined)	108	102	93	112	114	98	101	103
COc1ccc2nc(CC(=N)c3ccc(N(C)C)cc3)ccc2c1	.	113	89	103	101	104	105	90
Cc1c(C(=O)NCCC(=O)NO)sc2ncnc(Nc3ccccc3)c12	104	101	94	109	109	108	94	103
Clc1ccc(N=Cc2ccc3c(c2)OCO3)c(Cl)c1	105	104	95	.	103	108	102	108
O=C1Nc2ccc(Cl)cc2/C1=C/c1cccc(OCc2ccccc2)c1	6.4*	13	1.8*	42	28	47	22	35
O=c1sn(CCCl)c(=O)n1Cc1ccccc1	110	96	93	93	95	110	101	101
Nc1nc(O)cc(=O)[nH]1	103	87	99	97	96	108	97	104
CCN(CC)CC(Oc1ccccc1OC)C(=O)c1ccccc1 (centres undefined)	107	84	95	108	100	105	100	103
COc1ccc2c(c1)CCNC21C(=O)N(Cc2ccc(F)cc2)c2ccccc21 (centres undefined)	96	97	102	96	110	98	96	110
OCc1ccccc1CO	89	96	98	105	90	96	100	100
CC(=O)Nc1ccc(/C(N=Nc2ccccc2)=N/N=C(N)N)cc1	87	73	54	93	91	97	86	87
Cc1cc(C)c(Br)c(C)c1	.	87	91	101	98	119	94	101
CCCCOC(=O)N1CCCCC1CC (centres undefined)	.	119	102	105	123	110	108	.
COc1ccc2c(c1)nc(N)c1c3cc(OC)c(OC)cc3cn21	.	64	53	80	48	57	34	-27*
O=c1[nH]c2ccc(Oc3ncccn3)cc2c(=O)n1Cc1cccc(NC(=S)Nc2cccc(F)c2)c1	107	.	102	98	87	105	88	98
O=C(CNNC(=O)c1ccncc1)Nc1ccc(S(=O)(=O)c2ccc(NC(=O)CNNC(=O)c3ccncc3)cc2)cc1	96	107	100	111	116	123	103	106
CC(C)=CCC/C(C)=C/CC/C(C)=C/CCc1ccoc1C	95	102	.	103	.	107	.	108
N#Cc1cnn2c(-c3ccc(Cl)cc3)nc(NCc3ccccc3)nc12	96	45	81	93	81	103	89	95
COc1cc(/C=N/NC(=O)c2cc(N)n(CC(O)c3ccccc3)n2)ccc1OC(F)F (centres undefined)	110	99	100	122	111	111	99	101
CN1CCN(c2ccc3c4c(cccc24)C(=O)N(N2C(=O)c4cccc5cccc(c45)C2=O)C3=O)CC1	93	98	95	116	109	105	98	102
O=C(NCCNc1nccc(-n2ccc3cccnc32)n1)c1ccc(Cl)cc1	109	107	101	.	106	110	102	103
Oc1ccccc1\C=N/N=C/C=C/c1ccccc1	106	77	91	91	93	111	97	105
COc1ccc(OC)c(C2=NN(c3ccc(S(N)(=O)=O)cc3)C(c3cc(OC)c(OC)c(OC)c3)C2)c1 (centres undefined)	75	82	91	94	83	89	68	10
Cc1c(C(=O)OCCO)cc(-c2ccc(Cl)cc2)n1-c1cccc(CO)c1	111	92	94	93	101	103	98	97
COc1ccc(C2c3ccc4ccccc4c3Oc3nc[nH]c(=O)c32)cc1 (centres undefined)	93	84	74	98	84	105	83	48
c1cc2cccc3c4cccc5cccc(c(c1)c23)c54	112	90	98	104	99	107	102	111
Cn1cc(-c2cc(N)n3nc(-c4cn(C)c5ccccc45)cc3n2)c2cc(Cl)ccc21	-11*	-31*	-87*	63	-87*	-87*	-67*	-72*
CCOC(=O)c1ccc(C(=N)N)cc1	74	105	98	119	113	120	107	109
CS(=O)(=O)c1nccc(-c2c(-c3ccc(F)c(OCc4ccccc4)c3)nc3sccn23)n1	91	19	45	-0.3*	.	86	96	101
O=S(=O)(Nc1cc(Cl)cc(Cl)c1)c1ccc(-c2cnc(C3CC3)o2)cc1	37	42	45	58	57	70	37	.
C=CCOC(=O)C1=C(C)NC2=C(C(=O)CC(C)(C)C2)C1CCC (centres undefined)	98	88	94	111	120	106	98	106
NS(=O)(=O)c1ccc(N2CC(c3nc4ccccc4o3)CC2=O)cc1 (centres undefined)	104	83	93	.	112	102	99	101
c1ccc2cc(C3CC3)ccc2c1	108	.	99	107	109	109	100	99
COC(=O)[C@H](NS(=O)(=O)N(c1ccc(F)cc1)C1CCN(Cc2ccc(F)cc2)CC1)C(C)C	102	93	94	106	131	100	100	114
CCC(=O)c1ccc([N+](=O)[O-])o1	106	98	89	97	91	110	114	110
COc1ccc2nc(N=Nc3c(O)ccc4ccccc34)sc2c1	83	27	13	53	59	35	4.1*	45
COCc1ccc2ccccc2n1	132	94	87	102	103	119	106	103
N#CC(C#N)C(C#N)c1ccc(Cl)c(Cl)c1 (centres undefined)	109	92	97	122	105	116	100	103
Cc1ccccc1NC(=S)NN	114	104	110	109	109	110	97	113
O=c1[nH]c2cc(Cl)ccc2nc1C1=C(O)c2ccccc2C1	107	111	95	120	115	112	107	109
COc1ccc2[nH]cc(C(c3c[nH]c4ccc(OC)cc34)C3CCN(S(=O)(=O)c4ccc(F)cc4)CC3)c2c1	.	52	75	94	97	84	77	78
CCCn1cnc2c(c1=N)C(c1ccc(OC)cc1)c1sc3c(F)cccc3c1O2 (centres undefined)	82	71	86	100	108	108	89	93
Cn1ccnc1C(=O)/C=C/c1ccc(CC(=O)Nc2c(F)c(F)c(F)c(F)c2F)cc1	75	51	43	59	107	107	92	75
COc1c(/C=C/C(=O)N2CCCC2)cc2c(c1OC)OCO2	111	98	94	100	100	102	88	95
COc1ccccc1/C=N/Nc1nc2ccccc2c(=O)n1-c1ccccc1	96	103	94	86	96	106	99	101
CCOC(=O)/C(=N/Nc1cccc2c1C(=O)c1ccccc1C2=O)c1nn[nH]n1	101	93	85	97	107	104	89	106
CSCCC(NC(=O)C(Cl)Cl)C(=O)O (centres undefined)	98	83	98	102	102	97	100	.
CCN(CC)CCNc1cc(OC)c(C)c2cccnc12	90	102	81	101	107	119	95	118

(further entries)
SMILES	HS 578T	T-47D	LOX IMVI	BT-549	SK-MEL-2	SK-MEL-28	SK-MEL-5	MDA-MB-435
COc1ccc(Oc2nc(Nc3ccc(N4CCOCC4)cc3)ncc2N=Cc2cc(OC)cc(OC)c2)cc1	87	93	97	101	100	113	100	110
COc1cccc(/C=C/c2nc3ccccc3c(=O)n2CC(=O)Nc2ccccc2)c1	3.0*	37	27	44	81	76	74	71
COc1cc(-c2cc(-c3cc4c([nH]c5ccccc54)c(-c4cc(OC)c(OC)c(OC)c4)n3)cc(-c3ccccc3)n2)cc(OC)c1OC	53	43	60	67	46	63	40	-1.2*
O=c1cc(S)nc[nH]1	105	104	98	104	95	107	99	107
CN(C)c1ccc(C=C2C(=O)OC(C)(C)OC2=O)cc1	103	104	103	107	100	114	97	113
CC(=O)Nc1ccc(/C=C/c2cc[n+](C)cc2)cc1	115	.	95	106	100	106	101	104
CCCCc1nc(Cl)c(C2CC(c3ccc(S(N)(=O)=O)cc3)=NN2c2cc(Cl)cc(Cl)c2)[nH]1 (centres undefined)	37	43	-6.3*	60	47	55	58	36
COc1ccc(-c2nc(-c3ccccc3)c(-c3ccccc3)[nH]2)cc1OC1CCCC1	86	35	24	82	66	79	68	79
CC1CCCC(=O)O1 (centres undefined)	105&110	106&101	97&96	105&104	107&103	113&99	108&102	107&97
COc1ccc(/C(=C/c2cc(OC)c(OC)cc2[N+](=O)[O-])C(=O)O)cc1	114	95	97	111	107	116	110	116
Cc1ccc(=O)n(-c2ccc(C3=NCCCN3)cc2)c1	101	63	94	92	90	112	99	104
O=Cc1cn(C(c2ccccc2)c2c[nH]c3ccccc23)c2ccccc12 (centres undefined)	94	103	91	93	115	104	102	103
Nc1ccc(-c2cc(-c3ccccn3)[nH]n2)cc1	.	97	99	105	108	111	109	103
O=C(CN1CCCCCC1)Nc1nc2ccc([N+](=O)[O-])cc2s1	103	90	100	95	111	112	101	102
CC(C)(C)n1nc(C2CC2)c(Br)c1NC(=O)c1ccc(Cl)cc1	110	.	94	111	115	103	95	105
O=C1CCCCC1Nc1ccc2ccccc2c1 (centres undefined)	85	86	51	91	78	111	72	94
C[C@@H]1N=C(c2ccc(N=[N+]=[N-])cc2)Nc2nc3ccccn3c2C1=O	96	77	80	95	94	94	71	13
CCCCOC1NC(=O)NC(=O)C1(F)C(=O)OCC (centres undefined)	115&101	75&81	52&74	60&57	101&98	71&83	67&81	53&57
Cn1cc(-c2csc(-c3cn(C(=O)OC(C)(C)C)c4ccccc34)n2)c2ccnc(Cl)c21	66	29	53	84	97	81	81	79
CC1CN(Cc2ccccc2)C(=S)NC1=O (centres undefined)	112	108	104	118	95	99	106	104
O=C(Nc1ccc(Cl)cc1)Nc1ccccc1CNc1nc(Nc2ccc(OCCN3CCCC3)cc2)ncc1Cl	96	105	-95*	78	102	-78*	50	-29*
Cc1cc(O)cc(C)c1N=O	97	103	93	103	106	122	107	123
O=c1c(-c2ccccc2)cocc1-c1ccccc1	115	99	111	131	113	115	105	103
O=C(O)CC1CC1(Cl)Cl (centres undefined)	107	105	108	99	115	105	103	102
O=C(O)CCc1nc2c(=O)[nH]c(=S)[nH]c2[nH]c1=O	106	101	101	116	113	111	102	106
COc1ccc(C(=O)/C=C/c2cc(-c3ccc(OC)c(OC)c3)n[nH]2)cc1OC	47	-7.5*	-87*	-60*	43	-65*	4.2*	-33*
Nc1nc(-c2ccccc2)c(N=Nc2ccc(Cl)cc2[N+](=O)[O-])s1	80	61	88	93	90	107	99	105
C/C(=C/C=C(/C)C(=O)O)C(=O)O	121	96	95	103	124	.	107	105
Fc1ccc(-c2cc(-c3cccs3)cc(-c3ccccc3)n2)cc1	115	90	104	143	109	127	101	148
CN(C)c1cccc2c(S(=O)(=O)Nc3ccc4nc(N)oc4c3)cccc12	87[2.15 µM]	62[2.15 µM]	78[2.15 µM]	80[2.15 µM]	107[2.15 µM]	103[2.15 µM]	39[2.15 µM]	80[2.15 µM]
COc1ccc(NC(=O)NNc2ccc(-c3ccccc3)nn2)cc1	102	94	97	99	113	103	103	103
CCOC(=O)/C=C(/C)c1c(C)[nH]c2ccccc12	90	72	96	87	85	102	114	18
CCc1ccc(OCc2ccccc2C(=O)Nc2ccc3nc(C)cc(N)c3c2)cc1	-42*	-60*	-84*	-92*	-83*	-94*	-90*	-91*
C=C1c2nc3ccccc3n2C=C(c2ccccc2)N1Cc1ccc(OC)cc1	108	58	97	119	75	122	89	98
Cc1cccc(Cl)c1N	88	110	99	111	121	106	110	96

Laid out differently: entries from further up.
Each structure is followed by: HS 578T | T-47D | LOX IMVI | BT-549 | SK-MEL-2 | SK-MEL-28 | SK-MEL-5 | MDA-MB-435
O=C(Nc1ccc(Cl)cc1)Nc1ccccc1CNc1nc(Nc2ccc(OCCN3CCCC3)cc2)ncc1Cl
→ 96 | 105 | -95* | 78 | 102 | -78* | 50 | -29*
Cc1cc(O)cc(C)c1N=O
→ 97 | 103 | 93 | 103 | 106 | 122 | 107 | 123
O=c1c(-c2ccccc2)cocc1-c1ccccc1
→ 115 | 99 | 111 | 131 | 113 | 115 | 105 | 103
O=C(O)CC1CC1(Cl)Cl (centres undefined)
→ 107 | 105 | 108 | 99 | 115 | 105 | 103 | 102
O=C(O)CCc1nc2c(=O)[nH]c(=S)[nH]c2[nH]c1=O
→ 106 | 101 | 101 | 116 | 113 | 111 | 102 | 106
COc1ccc(C(=O)/C=C/c2cc(-c3ccc(OC)c(OC)c3)n[nH]2)cc1OC
→ 47 | -7.5* | -87* | -60* | 43 | -65* | 4.2* | -33*
Nc1nc(-c2ccccc2)c(N=Nc2ccc(Cl)cc2[N+](=O)[O-])s1
→ 80 | 61 | 88 | 93 | 90 | 107 | 99 | 105
C/C(=C/C=C(/C)C(=O)O)C(=O)O
→ 121 | 96 | 95 | 103 | 124 | . | 107 | 105
Fc1ccc(-c2cc(-c3cccs3)cc(-c3ccccc3)n2)cc1
→ 115 | 90 | 104 | 143 | 109 | 127 | 101 | 148
CN(C)c1cccc2c(S(=O)(=O)Nc3ccc4nc(N)oc4c3)cccc12
→ 87[2.15 µM] | 62[2.15 µM] | 78[2.15 µM] | 80[2.15 µM] | 107[2.15 µM] | 103[2.15 µM] | 39[2.15 µM] | 80[2.15 µM]
COc1ccc(NC(=O)NNc2ccc(-c3ccccc3)nn2)cc1
→ 102 | 94 | 97 | 99 | 113 | 103 | 103 | 103
CCOC(=O)/C=C(/C)c1c(C)[nH]c2ccccc12
→ 90 | 72 | 96 | 87 | 85 | 102 | 114 | 18
CCc1ccc(OCc2ccccc2C(=O)Nc2ccc3nc(C)cc(N)c3c2)cc1
→ -42* | -60* | -84* | -92* | -83* | -94* | -90* | -91*
C=C1c2nc3ccccc3n2C=C(c2ccccc2)N1Cc1ccc(OC)cc1
→ 108 | 58 | 97 | 119 | 75 | 122 | 89 | 98
Cc1cccc(Cl)c1N
→ 88 | 110 | 99 | 111 | 121 | 106 | 110 | 96
